Screening results as filed in PubChem.
aDG glyco up = increases alpha dystroglycan glycosylation; Pro5-aDG cells, alpha-DG glycosylation AlphaScreen (IIH6); 0% Pro5, 100% B10-LARGE cell signal; activation, % at 10 µM; 0.22% of 360,000 active;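 active means activation of at least 8% versus controls, or a plate z-score of at least 8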;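 further: Pro5 are CHO cells carrying HIG-tagged alpha-DG that lacks glycosylation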
Vif inh = inhibitors of HIV Vif; inhibition, % at 7.49 µM; AID 602346; 0.35% of 340,000 active; HEK293T cells, Vif self-association by quenched fluorescence, imaging, 24 h; in the data active means inhibition above about 50%, passing the limit was not always enough; inconclusive means no clear call, values can overlap the other calls; inactive means below about 31%; further: some results filed as inactive read as strong as hits
m5-HT2A agonist = agonists of mouse serotonin 5-HT2A receptor (HTR2A). 0.66% of 360,000 active. P35363. activation, % at 7.6 µM. CHO-K1 mHTR2A beta-arrestin complementation, luminescence; percent of 30 µM serotonin response;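 active means activation above a run cutoff, the mean activation of all tested compounds plus 3 SD, cut at about 14% in these data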;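 further: 0% = plate median of compound wells and 100% = 30 µM serotonin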
Target sequence (P35363 whole entry, looked up): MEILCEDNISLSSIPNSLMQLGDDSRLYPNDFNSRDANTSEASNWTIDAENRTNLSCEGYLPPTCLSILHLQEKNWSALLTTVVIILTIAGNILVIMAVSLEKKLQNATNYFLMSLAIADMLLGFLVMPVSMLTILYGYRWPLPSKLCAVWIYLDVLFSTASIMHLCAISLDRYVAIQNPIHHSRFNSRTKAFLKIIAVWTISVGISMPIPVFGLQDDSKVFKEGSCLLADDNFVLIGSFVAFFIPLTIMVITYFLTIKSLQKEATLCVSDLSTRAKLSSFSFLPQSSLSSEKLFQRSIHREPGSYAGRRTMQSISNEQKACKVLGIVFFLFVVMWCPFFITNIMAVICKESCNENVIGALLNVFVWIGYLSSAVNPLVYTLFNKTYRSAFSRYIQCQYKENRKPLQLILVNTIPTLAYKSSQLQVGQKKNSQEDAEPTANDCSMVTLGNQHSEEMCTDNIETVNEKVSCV
PDI turbidity = PDI (human) enzyme inhibition; P07237; PDI insulin aggregation turbidity, A650, 90 min; inhibition, % at 10 µM; 0.052% of 350,000 active;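 active means mean inhibition across replicates of 30% or more, whatever share of single replicates reach that level; inconclusive means mean inhibition below 30% while every single replicate reaches 30%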;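 further: absorbance from insulin aggregation driven by PDI reduction with DTT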
Target sequence (P07237 whole entry, looked up): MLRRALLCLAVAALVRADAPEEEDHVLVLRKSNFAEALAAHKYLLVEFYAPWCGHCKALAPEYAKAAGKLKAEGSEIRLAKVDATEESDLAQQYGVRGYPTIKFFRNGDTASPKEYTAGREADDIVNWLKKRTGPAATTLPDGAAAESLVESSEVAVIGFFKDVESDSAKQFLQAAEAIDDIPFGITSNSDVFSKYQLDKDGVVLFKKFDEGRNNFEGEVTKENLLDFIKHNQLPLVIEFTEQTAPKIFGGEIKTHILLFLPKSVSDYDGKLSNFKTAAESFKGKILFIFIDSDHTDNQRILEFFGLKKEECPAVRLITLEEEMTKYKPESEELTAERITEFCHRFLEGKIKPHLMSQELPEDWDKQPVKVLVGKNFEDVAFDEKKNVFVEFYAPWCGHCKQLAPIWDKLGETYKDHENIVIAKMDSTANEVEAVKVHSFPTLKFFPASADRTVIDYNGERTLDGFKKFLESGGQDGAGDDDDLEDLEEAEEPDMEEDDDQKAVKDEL
CaV13 ICDI inh = Primary screen for inhibitors of IQ motif and Ca2+-dependent inactivation inhibitor domain binding in CACNA1D, Förster resonance energy transfer in living cells, …; HEK cells, CFP/YFP FRET ICDI-IQ, plate reader, 10 min; percent FRET-ratio fall versus neutral wells; inhibition, % at 12.3 µM; 0.098% of 340,000 active; AID 743397;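 active means mean replicate inhibition of at least 30% and at least 1% of replicates passing that level; inconclusive means only one of the two criteria is met; inactive means neither criterion is met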;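 further: 0% = median of the neutral control wells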
MC4R barr agon = human MC4R agonism via beta-arrestin; P32245; U2OS MC4R beta-arrestin complementation, luminescence; percent of melanotan II response, DMSO zero; activation, % at 8.9 µM; 0.98% of 360,000 active; AID 540308;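 active means activation above a per-plate cutoff, the mean activation of sample wells on that plate plus 3 SD, cut at about 8% in these data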
N-glyco inh = blocks N-linked glycosylation in D54 reporter cells. D54 ERlucT glycosylation luciferase reporter, 24 h; percent of 100 nM tunicamycin response. reporter increase, % at 12.5 µM. 0.23% of 360,000 active. AID 588692;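 active means mean luciferase reporter signal, scaled so untreated is 0 and the glycosylation-blocking control 100, at or above a set limit in every replicate; inconclusive means mean reaches the limit but not every replicate does; inactive means mean below the limit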;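 further: luciferase carries N-glycosylation sites so blocking glycosylation raises the light; 0% = median of neutral control wells and 100% = median of 100 nM tunicamycin wells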
MC4R antag cAMP = human MC4R antagonism in cAMP assay. P32245. MC4R-expressing cells, MTII-stimulated cAMP, LANCE TR-FRET. inhibition, % at 6.5 µM. 0.48% of 360,000 active. AID 540295;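 active means inhibition above its plate's cutoff, the mean of tested wells on that plate plus 3 SD, cut at about 29% in these data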;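 further: 0% = Melanotan II alone and 100% = Melanotan II plus saturating MCL0020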
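Material – human MC4R-expressing U2OS cells · Repeats – no replicates · Detection – TR-FRET with Eu-cAMP and labeled anti-cAMP, 671 nm · Times – compound 30 min, challenge 1 h, detection 1 h · Compound – single nominal compound dose of 6.5 µM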
H9c2 protect = modulators protecting cardiomyocytes from myocardial damage. AID 588492. H9c2 cardiomyocytes, H2O2 injury protection, ATPLite, 2 h. protection from H2O2 cell death, % at 20 µM. 0.63% of 360,000 active;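 active means compounds giving at least 50% protection of heart cells from peroxide-induced death in the single-dose screen, raw or plate-pattern-corrected value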;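 further: 0% = DMSO wells with peroxide and 100% = DMSO wells without peroxide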
ABCB6 inh 2 = blocks the human ABCB6 transporter; fluorescence ratio to DMSO, % at 10 µM; 0.19% of 360,000 active; K562-ABCB6 porphyrin accumulation, flow cytometry, 1 h; hits give low values; AID 602162;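 active means fluorescence ratio to DMSO below 75%, the collection mean minus 3 SD; inconclusive means too few cells collected in the well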;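 further: signal is porphyrin accumulated inside mitochondria; 100% equals median channel fluorescence of DMSO control wells; lower ratio means ABCB6 inhibition with less porphyrin fluorescence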
Active calls of the source: *; u = inconclusive; x = not tested or not shown.

SMILES	aDG glyco up	Vif inh	m5-HT2A agonist	PDI turbidity	CaV13 ICDI inh	MC4R barr agon	N-glyco inh	MC4R antag cAMP	H9c2 protect	ABCB6 inh 2
CC(C)C(=O)NC(Nc1cc(C(F)(F)F)ccc1Cl)C(Cl)(Cl)Cl (configuration not stated)	0.6	-18	-2	-3	-6	2.0	-6	8	-11	106
COc1ccc(C(c2sc3nc(C)nn3c2O)N2CCC(C(N)=O)CC2)cc1OC (configuration not stated)	0.0	x	1	x	-9	-1.6	-2	2	-5	103
CCn1c(O)c(N=NC(=O)c2ccc(CSc3nncn3C)cc2)c2ccccc21	-0.2	-6	3	2	-6	-1.7	-1	-16	19	100
O=C(Nc1ccnn1C1CCN(C(=O)CCc2ccc(F)cc2)CC1)C1CCOC1 (configuration not stated)	0.1	11	4	-14	-5	-3.9	-1	2	-2	94
NC(=O)COC(=O)C1CSC2(c3ccc(F)cc3)CCC(=O)N12 (configuration not stated)	0.0	9	-2	-68	-5	-0.9	0	13	0	97
CSc1ccccc1NC(=S)N/N=C/c1cccn1Cc1cccc(C)c1	-0.3	5	-1	2	-3	-3.3	1	1	-8	97
COc1ccc(/C=C\C(=O)Oc2cccc(/C=N/NC(=O)Cc3ccc(OC)c(OC)c3)c2)cc1	0.6	0	2	0	-9	-0.3	1	-5	-13	99
CCC1CCC(C(=O)NC(CCSC)C(=O)NCCc2ccc(S(N)(=O)=O)cc2)CC1 (configuration not stated)	0.1	-10	0	2	-14	-0.6	-1	-4	-4	87
CC(=O)NCCNC(=O)C1(C)Cc2c(-c3cccc(NC(C)=O)c3)ccnc2O1 (configuration not stated)	-0.2	12	7	4	-5	-1.1	4	-4	2	95
CCN(C(=O)Cc1ccccc1OC)c1nnc(-c2ccncc2)s1	0.2	21	0	0	x	-1.1	-1	7	3	101
CSc1ccccc1NC(=O)COC(=O)c1cnc(C)cn1	-0.3	2	-5	-3	-3	-1.7	-1	0	13	94
CCc1c(C)sc2nc(SCC(=O)Nc3cc(C)on3)n(CCOC)c(=O)c12	0.1	1	6	14	-1	-1.1	3	10	-9	99
Cc1cc(/C=C(\C#N)c2nc3ccccc3[nH]2)c(C)n1C	-0.5	-7	1	-17	-3	2.8	6	-7	-17	102
CC1=N/C(=C\c2ccc([N+](=O)[O-])cc2)C(=O)N1c1cc(Cl)ccc1C	0.1	-2	-3	7	-6	-3.1	3	13	-15	107
O=C1CN(S(=O)(=O)c2cc(C(F)(F)F)ccc2Cl)CCN1	0.0	17	11	0	-8	0.3	2	-5	-2	79
COc1ccc(Br)cc1CNC(=O)C1CCCN(S(=O)(=O)N2CCC(C)CC2)C1 (configuration not stated)	2.6	x	4	1	-5	0.4	-3	-3	4	102
O=C(/C=C/c1cccc(F)c1)N1CCc2ccccc21	0.0	1	0	-2	-6	5.9	-10	19	-13	101
Cc1cc([N+](=O)[O-])nn1CC(=O)N/N=C/c1ccc(O)cc1O	-0.1	x	3	0	-5	-1.1	-2	20	49	97
CC(C)C(c1nnnn1Cc1ccc(F)cc1)N1CCN(C2CCCC2)CC1 (configuration not stated)	-0.4	15	-7	1	2	-1.7	-5	0	2	96
Nc1c(-c2cccc(Cl)c2)cnc2c(-c3ccccc3)cnn12	0.2	7	-3	0	-19	1.2	-3	10	-6	92
CC(C)(C)c1cc(N)n2nc(C(C)(C)C)cc2n1	-0.2	0	-1	-6	-6	-1.8	0	-5	1	99
COc1ccc(/C=C(\C#N)C(=O)OCC(=O)NCc2ccccc2Cl)cc1	0.1	-5	-3	6	-6	-2.6	0	-1	-6	101
CC(C)(C)CN1CCNC[C@H]1Cc1cccc2ccccc12	0.0	-4	-3	5	-5	2.3	-2	6	-10	111
CS(=O)(=O)N(CC(=O)N1CCCCCC1)c1cc(Cl)ccc1Cl	-0.1	-6	-1	-1	0	-1.9	1	-2	5	100
Cc1ccc(SCC(=O)OC(C)C(=O)N2CCc3ccccc32)cc1 (configuration not stated)	0.0	1	3	-1	-13	1.0	-1	1	-1	99

In another format: results already given.
| structure | aDG glyco up | Vif inh | m5-HT2A agonist | PDI turbidity | CaV13 ICDI inh | MC4R barr agon | N-glyco inh | MC4R antag cAMP | H9c2 protect | ABCB6 inh 2 |
| --- | --- | --- | --- | --- | --- | --- | --- | --- | --- | --- |
| O=C(Nc1ccnn1C1CCN(C(=O)CCc2ccc(F)cc2)CC1)C1CCOC1 (configuration not stated) | 0.1 | 11 | 4 | -14 | -5 | -3.9 | -1 | 2 | -2 | 94 |
| NC(=O)COC(=O)C1CSC2(c3ccc(F)cc3)CCC(=O)N12 (configuration not stated) | 0.0 | 9 | -2 | -68 | -5 | -0.9 | 0 | 13 | 0 | 97 |
| CSc1ccccc1NC(=S)N/N=C/c1cccn1Cc1cccc(C)c1 | -0.3 | 5 | -1 | 2 | -3 | -3.3 | 1 | 1 | -8 | 97 |
| COc1ccc(/C=C\C(=O)Oc2cccc(/C=N/NC(=O)Cc3ccc(OC)c(OC)c3)c2)cc1 | 0.6 | 0 | 2 | 0 | -9 | -0.3 | 1 | -5 | -13 | 99 |
| CCC1CCC(C(=O)NC(CCSC)C(=O)NCCc2ccc(S(N)(=O)=O)cc2)CC1 (configuration not stated) | 0.1 | -10 | 0 | 2 | -14 | -0.6 | -1 | -4 | -4 | 87 |
| CC(=O)NCCNC(=O)C1(C)Cc2c(-c3cccc(NC(C)=O)c3)ccnc2O1 (configuration not stated) | -0.2 | 12 | 7 | 4 | -5 | -1.1 | 4 | -4 | 2 | 95 |
| CCN(C(=O)Cc1ccccc1OC)c1nnc(-c2ccncc2)s1 | 0.2 | 21 | 0 | 0 | x | -1.1 | -1 | 7 | 3 | 101 |

(next part)
SMILES	aDG glyco up	Vif inh	m5-HT2A agonist	PDI turbidity	CaV13 ICDI inh	MC4R barr agon	N-glyco inh	MC4R antag cAMP	H9c2 protect	ABCB6 inh 2
O=C(NN1C(=O)c2ccccc2NC1c1ccoc1)c1ccc([N+](=O)[O-])cc1 (configuration not stated)	0.2	-12	0	1	-5	-1.0	1	3	10	100
CCOC(=O)Cc1csc(NS(=O)(=O)c2cccc([N+](=O)[O-])c2)n1	-0.1	4	-6	13	-2	0.0	1	10	-5	97
CN1CCN(CC(=O)NN2CC(=O)N(c3ccc(F)cc3)CC2=O)CC1	-0.1	14	0	0	3	-1.8	1	-3	-1	99
Cc1cccc(NS(=O)(=O)c2ccc(C)c(C(=O)NC3CCN(Cc4ccccc4)CC3)c2)c1	1.0	1	-9	-2	-3	-4.1	-4	8	-10	101
Cc1ccc(NS(=O)(=O)c2ccc(NC(=O)c3cccs3)cc2)c(C)c1	0.1	-5	-1	-1	-3	-0.9	-4	-10	-11	94
CCOc1ccc(S(=O)(=O)NC(Cc2cnc[nH]2)C(=O)O)cc1 (configuration not stated)	-0.2	-3	7	1	-19	-0.3	1	7	-3	102
O=c1c2cc(NC(=S)N3CCCCC3)ccc2nc2n1CCCCC2	-0.1	12	-4	-4	9	-2.5	3	9	1	98
CCOc1ccc(N2CC(C(=O)NCc3ccccn3)CC2=O)cc1 (configuration not stated)	0.1	-7	3	1	-7	2.5	-1	13	-2	97
COc1ccc(CNc2ncccc2[N+](=O)[O-])cc1	-0.1	-4	5	-4	-10	0.2	-1	2	-1	95
c1coc(-c2nnc3n2C2(CCCC2)Cc2ccccc2-3)c1	-0.2	2	2	-9	-9	-2.2	-2	3	-1	90
O=C(Nc1cccc2ccccc12)c1cc2c(cc1Br)OCO2	0.0	5	6	3	-4	-0.7	0	-3	-1	94
COCCSc1nnc(NC(=O)C2CC(=O)N(c3ccc(C)cc3)C2)s1 (configuration not stated)	0.2	11	3	11	0	-1.7	1	-6	16	91
O=C(Nc1nnc(/N=C/c2ccco2)s1)c1ccc(F)cc1	0.0	1	4	-7	x	-0.6	1	6	-27	102
COC(=O)c1ccc(N(CC(=O)NC2CCCC2)C(=O)CNC(=O)c2cccs2)cc1	-0.1	x	-1	-5	-3	-0.1	1	4	-4	96
C[n+]1c(-c2ccc(C=NNC(=O)c3ccc(C(=O)NN=Cc4ccc(-c5cn6ccccc6[n+]5C)cc4)cc3)cc2)cn2ccccc21	x	-9	x	22	-7	x	2	x	x	107
O=C(COC(=O)c1ccc(F)cc1F)NC(=O)Nc1ccc2c(c1)OCCO2	0.0	u	-2	0	-6	3.3	3	12	-7	94
COc1cc(/C=N/NC(=O)COc2ccccc2C)ccc1OC(=O)c1cccs1	0.3	-3	10	2	-6	-2.2	0	-6	-2	97
COc1cccc(C(=O)Nc2nnc(Cc3ccc(OC)c(OC)c3)s2)c1	-0.2	-7	-1	-1	-14	-0.5	2	19	-5	106
CCC1(c2ccc(F)cc2)NC(=O)N(CC(=O)N2c3ccccc3NC(=O)CC2C)C1=O (configuration not stated)	-0.2	30	2	-6	-2	0.0	4	-5	-4	100
Cc1cc(N2CCOCC2)n2nc(C)c(-c3ccccc3Cl)c2n1	-0.1	-9	-9	-7	-3	-1.4	3	7	2	103
CN(C)C(=O)CN(c1ccc(F)c(Cl)c1)S(C)(=O)=O	-0.2	-9	1	3	-12	-1.9	0	2	4	100
CCN(CC)C(=O)C1=C(C)NC(=S)NC1c1ccc(C)s1 (configuration not stated)	-0.5	10	5	2	-19	-0.1	0	0	-3	94
Cc1ccc(C(=O)CCC(=O)N2CCN(c3ccccc3O)CC2)cc1	-0.3	-5	-8	3	-5	5.0	1	3	-1	97

Among those listed so far, two have a cyano group.
SMILES	aDG glyco up	Vif inh	m5-HT2A agonist	PDI turbidity	CaV13 ICDI inh	MC4R barr agon	N-glyco inh	MC4R antag cAMP	H9c2 protect	ABCB6 inh 2
Cc1cc(/C=C(\C#N)c2nc3ccccc3[nH]2)c(C)n1C	-0.5	-7	1	-17	-3	2.8	6	-7	-17	102
COc1ccc(/C=C(\C#N)C(=O)OCC(=O)NCc2ccccc2Cl)cc1	0.1	-5	-3	6	-6	-2.6	0	-1	-6	101
